Assay outcomes deposited in PubChem BioAssay by several laboratories.
STAT3 blocker: inhibitors of IL-6 induced STAT3 signaling. U3A cells, IL-6 STAT3-luciferase reporter, luminescence; host cell line lacks STAT1. inhibition, % at 5.5 µM. 0.89% of 190,000 active;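 active = inhibition above the mean inhibition across all screened compounds plus 3 SD, cut at about 44% in these data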;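 also: 0% = DMSO only wells and 100% = 100 µM nifuroxazide control wells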
TLR4 MyD88 comp: blocks binding of human TLR4 to MyD88. HeLa CL3-4 TLR4/MyD88 BLA complementation, FRET ratio. inhibition, % at 8.4 µM. 0.18% of 200,000 active. O00206+Q99836; in the data active = inhibition above about 25%;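 also: 0% = vehicle and 100% = reference inhibitor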
Target sequence (O00206 whole entry, looked up): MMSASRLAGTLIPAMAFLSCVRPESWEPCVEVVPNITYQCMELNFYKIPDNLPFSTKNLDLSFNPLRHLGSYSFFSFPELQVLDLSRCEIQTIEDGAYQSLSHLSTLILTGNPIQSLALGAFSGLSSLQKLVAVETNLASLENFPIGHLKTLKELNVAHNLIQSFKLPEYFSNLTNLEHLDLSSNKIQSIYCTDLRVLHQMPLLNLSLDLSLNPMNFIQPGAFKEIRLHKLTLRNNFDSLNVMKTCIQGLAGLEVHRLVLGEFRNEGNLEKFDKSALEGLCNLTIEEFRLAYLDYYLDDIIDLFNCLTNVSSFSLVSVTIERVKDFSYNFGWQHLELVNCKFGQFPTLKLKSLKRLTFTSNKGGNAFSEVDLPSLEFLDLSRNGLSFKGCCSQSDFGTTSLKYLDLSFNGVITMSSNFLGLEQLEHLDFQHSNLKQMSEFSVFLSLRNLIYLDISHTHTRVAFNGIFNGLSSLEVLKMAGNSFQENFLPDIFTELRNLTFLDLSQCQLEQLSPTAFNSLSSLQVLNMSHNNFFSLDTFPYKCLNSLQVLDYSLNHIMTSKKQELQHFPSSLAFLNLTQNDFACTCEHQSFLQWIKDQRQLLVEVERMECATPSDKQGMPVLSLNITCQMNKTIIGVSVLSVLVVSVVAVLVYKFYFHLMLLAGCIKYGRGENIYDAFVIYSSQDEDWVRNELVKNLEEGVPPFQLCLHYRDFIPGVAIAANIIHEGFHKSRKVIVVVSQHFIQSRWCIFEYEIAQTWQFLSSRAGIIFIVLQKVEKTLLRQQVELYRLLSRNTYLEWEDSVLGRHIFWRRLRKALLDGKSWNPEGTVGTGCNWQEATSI
Target sequence (Q99836 whole entry, looked up): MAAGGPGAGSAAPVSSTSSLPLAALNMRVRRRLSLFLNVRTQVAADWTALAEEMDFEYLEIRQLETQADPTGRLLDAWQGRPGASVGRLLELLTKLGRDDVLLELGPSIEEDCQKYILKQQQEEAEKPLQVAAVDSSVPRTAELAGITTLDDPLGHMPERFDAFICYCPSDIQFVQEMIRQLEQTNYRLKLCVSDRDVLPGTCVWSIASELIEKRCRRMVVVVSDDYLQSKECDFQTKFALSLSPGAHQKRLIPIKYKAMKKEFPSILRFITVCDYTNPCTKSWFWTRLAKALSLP
Hsp70 act: Hsp70 transcriptional activation, primary screen. HeLa Hsp70 promoter luciferase reporter, luminescence; scaled: vehicle 0, proteasome-inhibitor control 100%. AID 1203. activation, % at 10 µM. 0.04% of 200,000 active;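 active = activation above the mean across all tested compounds plus 3 SD, cutoff set per campaign, cut at about 5.5% in these data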;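 also: 100% = MG132 at 30 µM as the positive control and 0% = DMSO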
STAT1 blocker: STAT1 signaling inhibition | NIH 3T3 STAT1-luciferase reporter, IFN-gamma, luminescence | inhibition, % at 5.5 µM | 0.35% of 200,000 active | AID 920;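 active = inhibition above a set limit, the mean inhibition across all tested compounds plus 3 SD, cut at about 34% in these data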;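 also: 0% = IFN-gamma with DMSO and 100% = IFN-gamma with 300 µM nifuroxazide; values of inactives mirror those of a sister screen read the other way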
NF-kB expr up: NF-kB expression increase, human neuronal cells; fold change at 12.5 µM; 1.6% of 190,000 active; NF-kB reporter expression; stronger effect = higher value; in the data active = fold change above about 3.3
DTT redox prof: compounds producing H2O2 with reducing agent – biochemical, NIH compound library profiling, artefact control for MLSCN library redox annotation, primary screen. AID 878. DTT-dependent redox cycling H2O2, phenol red/HRP absorbance; 100% = 100 µM peroxide control, 0% = buffer. 0.03% of 200,000 active. activation, % at 10 µM;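 active = activation of at least 50% relative to the plate's high and low controls in the primary single-dose screen; inactive = activation below 50%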;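 also: compound incubated with DTT at 0.8 mM final as the reducing agent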
HMGR II inh: blocks class II HMG-CoA reductase of Enterococcus faecalis | AID 1066 | inhibition, % at 10 µM | purified E. faecalis HMGR, NADPH absorbance 340 nm kinetic | 0.41% of 190,000 active;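 active = inhibition above a set limit, the median over all tested compounds plus 3 SD, cut at about 9.5% in these data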;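 also: enzyme runs in reverse so mevalonate oxidation gives rising NADPH absorbance; 0% = complete reaction with DMSO and 100% = background rate lacking mevalonate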
APP 5'UTR act: activates APP 5'UTR luciferase reporter; SH-SY5Y APP 5'UTR luciferase reporter, luminescence; zero percent = DMSO vehicle wells; activation, % at 2 µM; 1% of 190,000 active; AID 1276;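 active = activation above a set limit, based on mean plus 3 SD of controls, cut at about 140% in these data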; also: values of inactives mirror those of a sister screen read the other way
STAT3 act: increases IL-6 driven STAT3 reporter signal; AID 871; 0.91% of 190,000 active; U3A cells, IL-6 STAT3-luciferase reporter, luminescence; 100% = signal with IL-6 EC80 alone; activation (% of control), % at 5.6 µM;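 active = activation above the screen-wide mean of compound activation plus 3 SD, cut at about 130% in these data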;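 also: 0% = background luminescence of wells with medium and substrate only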
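Test system: STAT3-luciferase reporter U3A cells; Detection: reporter luminescence signal; Times: 1 h compound pre-exposure, 6 h IL-6 stimulation, 37 °C; Benchmarks: IL-6-only high control; Also added: IL-6 stimulus at 33 ng/mL final.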
STAT1 activator: activators of IFN-gamma induced STAT1 signaling. AID 932. 2.6% of 200,000 active. NIH 3T3 STAT1-luciferase reporter, luminescence; 100% = IFN-gamma alone, no compound. activation (% of control), % at 5.5 µM;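 active = activation above the screen-wide mean activation plus 3 SD, cut at about 130% in these data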;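 also: raw ratio to IFN-gamma control signal so 100% means no change and 0% no light; values of inactives mirror those of a sister screen read the other way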
An asterisk follows results filed as active.

How did CC(=O)c1cccc(S(=O)(=O)NC2CC2)c1 do in these assays?
STAT3 blocker: 2; TLR4 MyD88 comp: -3; Hsp70 act: -0.4; STAT1 blocker: -1; NF-kB expr up: 0.87; DTT redox prof: 0.1; HMGR II inh: -4; APP 5'UTR act: 9; STAT3 act: 97; STAT1 activator: 101

What do the screens show for `CCOC(=O)CC(=O)CSc1ccc2nnc(-c3ccc(F)cc3)n2n1`?
STAT3 blocker: -2; TLR4 MyD88 comp: -5; Hsp70 act: -0.1; STAT1 blocker: -10; NF-kB expr up: 1.1; DTT redox prof: 1.9; HMGR II inh: -6; APP 5'UTR act: 1; STAT3 act: 104; STAT1 activator: 110

What do the screens show for `O=C(O)C1CC=CCC1C(=O)Nc1ccccc1Cl` (configuration not stated)?
STAT3 blocker: 1; TLR4 MyD88 comp: -4; Hsp70 act: 0.1; STAT1 blocker: -5; NF-kB expr up: 1.4; DTT redox prof: -0.4; HMGR II inh: -1; APP 5'UTR act: 6; STAT3 act: 103; STAT1 activator: 103

How did COc1cc(C2NC(=O)NC(C)=C2C(=O)OCC2CCCO2)ccc1O (configuration not stated) do in these assays?
STAT3 blocker: 9; TLR4 MyD88 comp: -7; Hsp70 act: 0.1; STAT1 blocker: 5; NF-kB expr up: 1.1; DTT redox prof: 2.7; HMGR II inh: 4; APP 5'UTR act: 14; STAT3 act: 96; STAT1 activator: 96

What do the screens show for `CN(Cc1ccc(F)cc1)Cc1nc(CCc2ccccc2)no1`?
STAT3 blocker: 4; TLR4 MyD88 comp: 2; Hsp70 act: -0.2; STAT1 blocker: -9; NF-kB expr up: 1.2; DTT redox prof: -0.1; HMGR II inh: -5; APP 5'UTR act: -19; STAT3 act: 101; STAT1 activator: 106

How did CCn1c(NC(=O)c2ccc(COc3ccc(C)cc3[N+](=O)[O-])o2)nc2ccccc21 do in these assays?
STAT3 blocker: 18; TLR4 MyD88 comp: -7; Hsp70 act: -0.3; STAT1 blocker: -1; NF-kB expr up: 0.97; DTT redox prof: 0.1; HMGR II inh: 0; APP 5'UTR act: -7; STAT3 act: 91; STAT1 activator: 101

What do the screens show for `CCc1ccc2c(c1)C(C)=CC(C)(C)N2`?
STAT3 blocker: -4; TLR4 MyD88 comp: 5; Hsp70 act: -0.3; STAT1 blocker: -4; NF-kB expr up: 0.9; DTT redox prof: 0.5; HMGR II inh: -1; APP 5'UTR act: 12; STAT3 act: 106; STAT1 activator: 103

What do the screens show for `CCNC(=S)N(CCc1cccc(C)c1)Cc1cc2cc(OC)c(OC)cc2[nH]c1=O`?
STAT3 blocker: -3; TLR4 MyD88 comp: -2; Hsp70 act: 0.7; STAT1 blocker: -1; NF-kB expr up: 0.75; DTT redox prof: -0.1; HMGR II inh: 1; APP 5'UTR act: 21; STAT3 act: 111; STAT1 activator: 101

What do the screens show for `O=C(O)CC1S/C(=N/N=C/C=C/c2ccccc2[N+](=O)[O-])NC1=O` (configuration not stated)?
STAT3 blocker: 2; TLR4 MyD88 comp: 13; Hsp70 act: -0.1; STAT1 blocker: 0; NF-kB expr up: 1.3; DTT redox prof: -0.3; HMGR II inh: -6; APP 5'UTR act: -2; STAT3 act: 97; STAT1 activator: 100

How did Nn1c(Cc2cccc3ccccc23)nnc1SCCOc1ccc(F)cc1 do in these assays?
STAT3 blocker: 5; TLR4 MyD88 comp: 6; Hsp70 act: -0.6; STAT1 blocker: 5; NF-kB expr up: 1.2; DTT redox prof: -1.0; HMGR II inh: -4; APP 5'UTR act: -17; STAT3 act: 97; STAT1 activator: 95

How did CC(NCC1(N2CCOCC2)CCCCC1)C(=O)N1CCc2ccccc21 (configuration not stated) do in these assays?
STAT3 blocker: 2; TLR4 MyD88 comp: -5; Hsp70 act: -0.2; STAT1 blocker: -4; NF-kB expr up: 0.96; DTT redox prof: -2.8; HMGR II inh: 2; APP 5'UTR act: -3; STAT3 act: 102; STAT1 activator: 103

How did CC(C)(C)c1nc(SCC(=O)Nc2nc3c(s2)CCCC3)c2ccccc2n1 do in these assays?
STAT3 blocker: -29; TLR4 MyD88 comp: 1; Hsp70 act: 0.1; STAT1 blocker: 5; NF-kB expr up: 0.72; DTT redox prof: 2.3; HMGR II inh: 2; APP 5'UTR act: 4; STAT3 act: 129; STAT1 activator: 95

How did CCC(C)NS(=O)(=O)c1ccc(NC(=O)CCC2CCCCC2)cc1 (configuration not stated) do in these assays?
STAT3 blocker: 0; TLR4 MyD88 comp: -14; Hsp70 act: -0.2; STAT1 blocker: -5; NF-kB expr up: 1.1; DTT redox prof: 3.3; HMGR II inh: -10; APP 5'UTR act: 16; STAT3 act: 104; STAT1 activator: 104

What do the screens show for `O=C(COc1ccc(Cl)cc1)N/N=C/CCc1ccccc1`?
STAT3 blocker: 9; TLR4 MyD88 comp: -2; Hsp70 act: -0.2; STAT1 blocker: 1; NF-kB expr up: 1.2; DTT redox prof: -4.2; HMGR II inh: -7; APP 5'UTR act: 15; STAT3 act: 99; STAT1 activator: 99

Results for Cn1c(SCc2nc3ccccc3[nH]2)nnc1-c1cccnc1 ?
STAT3 blocker: -3; TLR4 MyD88 comp: -6; Hsp70 act: -0.2; STAT1 blocker: 9; NF-kB expr up: 0.94; DTT redox prof: 0.1; HMGR II inh: 3; APP 5'UTR act: -19; STAT3 act: 109; STAT1 activator: 92

What do the screens show for `CCOc1ccc(NC(=O)c2ccc(NC(=S)NC3CCCCC3)cc2)cc1`?
STAT3 blocker: 16; TLR4 MyD88 comp: -5; Hsp70 act: -0.4; STAT1 blocker: 6; NF-kB expr up: 1.1; DTT redox prof: -0.1; HMGR II inh: -5; APP 5'UTR act: 7; STAT3 act: 88; STAT1 activator: 95

How did CC(C)COc1ccc(-c2nnc(-c3ccco3)o2)cc1 do in these assays?
STAT3 blocker: 63*; TLR4 MyD88 comp: 4; Hsp70 act: -0.5; STAT1 blocker: -19; NF-kB expr up: 4.3*; DTT redox prof: -0.3; HMGR II inh: 2; APP 5'UTR act: 187*; STAT3 act: 50; STAT1 activator: 116

Results for Cc1ccc(C(=O)N/N=C\c2ccc(OC(=O)c3cccs3)cc2)cn1 ?
STAT3 blocker: -4; TLR4 MyD88 comp: -11; Hsp70 act: -0.6; STAT1 blocker: 0; NF-kB expr up: 1.2; DTT redox prof: 6.0; HMGR II inh: -1; APP 5'UTR act: 6; STAT3 act: 107; STAT1 activator: 100

What do the screens show for `CN1CCN(Cc2c(O)ccc3c(-c4ccccc4)cc(=O)oc23)CC1`?
STAT3 blocker: 0; TLR4 MyD88 comp: -2; Hsp70 act: 0.1; STAT1 blocker: -8; NF-kB expr up: 1.6; DTT redox prof: 1.6; HMGR II inh: -2; APP 5'UTR act: -4; STAT3 act: 102; STAT1 activator: 108

Results for O=C(NC1CCN(Cc2ccccc2)CC1)C(NS(=O)(=O)c1cccc2nsnc12)c1ccccc1 (configuration not stated) ?
STAT3 blocker: -5; TLR4 MyD88 comp: -6; Hsp70 act: -0.1; STAT1 blocker: -1; NF-kB expr up: 1.2; DTT redox prof: 9.3; HMGR II inh: -5; APP 5'UTR act: -2; STAT3 act: 108; STAT1 activator: 99

Results for COc1cccc(C(=O)Nc2nnc(C3CCCO3)s2)c1 (configuration not stated) ?
STAT3 blocker: -12; TLR4 MyD88 comp: -4; Hsp70 act: -0.1; STAT1 blocker: -17; NF-kB expr up: 2.4; DTT redox prof: -0.1; HMGR II inh: -8; APP 5'UTR act: 52; STAT3 act: 110; STAT1 activator: 116

Results for Nc1c(C(=O)O)nnn1Cc1ccccc1 ?
STAT3 blocker: 1; TLR4 MyD88 comp: -8; Hsp70 act: -0.2; STAT1 blocker: -3; NF-kB expr up: 1.3; DTT redox prof: 0.1; HMGR II inh: 0; APP 5'UTR act: 2; STAT3 act: 99; STAT1 activator: 101

Results for O=C(NCc1ccccc1)C1=C[C@@H](c2csc3ccccc23)C[C@@H](OCc2ccc(CO)cc2)O1 ?
TLR4 MyD88 comp: -6; Hsp70 act: -0.2; STAT1 blocker: 3; NF-kB expr up: 0.54; DTT redox prof: -0.8; HMGR II inh: 0; APP 5'UTR act: 0; STAT1 activator: 99

How did CCOC(=O)N1CCN(S(=O)(=O)c2cc(Br)cc3c2N(C(C)=O)C(C)C3)CC1 (configuration not stated) do in these assays?
STAT3 blocker: 4; TLR4 MyD88 comp: 0; Hsp70 act: -0.2; STAT1 blocker: 1; NF-kB expr up: 0.93; DTT redox prof: -0.8; HMGR II inh: 2; APP 5'UTR act: 15; STAT3 act: 101; STAT1 activator: 98

Results for COC(=O)c1ccc2c(=O)n(CCCN3CCCC3=O)c(=S)[nH]c2c1 ?
STAT3 blocker: -5; TLR4 MyD88 comp: -10; Hsp70 act: -0.3; STAT1 blocker: -1; NF-kB expr up: 1.6; DTT redox prof: 1.3; HMGR II inh: -2; APP 5'UTR act: -7; STAT3 act: 108; STAT1 activator: 101

How did CN(C(=O)CSc1nc2c(cnn2-c2ccccc2)c(=O)[nH]1)C1CCS(=O)(=O)C1 (configuration not stated) do in these assays?
STAT3 blocker: -1; TLR4 MyD88 comp: 5; Hsp70 act: -0.2; STAT1 blocker: -1; DTT redox prof: -0.5; HMGR II inh: -2; APP 5'UTR act: 1; STAT3 act: 106; STAT1 activator: 101

Results for CC(=O)Oc1ccc(N2C(=O)CCC2=O)cc1 ?
STAT3 blocker: 15; TLR4 MyD88 comp: 2; Hsp70 act: -0.3; STAT1 blocker: 1; NF-kB expr up: 1.1; DTT redox prof: 3.9; HMGR II inh: -3; APP 5'UTR act: 11; STAT3 act: 96; STAT1 activator: 99

What do the screens show for `COc1ccc(C(=O)Nc2cc(C)c3c(=O)oc4ccccc4c3n2)cc1`?
STAT3 blocker: 11; TLR4 MyD88 comp: -1; Hsp70 act: -0.1; STAT1 blocker: 3; NF-kB expr up: 0.97; DTT redox prof: -1.0; HMGR II inh: -5; APP 5'UTR act: 27; STAT3 act: 95; STAT1 activator: 97

Results for COc1ccc(-c2nc(NC(=O)Cn3ccc(C(F)(F)F)n3)sc2C)cc1 ?
STAT3 blocker: 26; TLR4 MyD88 comp: 6; Hsp70 act: -0.5; STAT1 blocker: 2; NF-kB expr up: 0.86; DTT redox prof: 0.2; HMGR II inh: 1; APP 5'UTR act: 16; STAT3 act: 83; STAT1 activator: 98

What do the screens show for `O=C(Cn1cc(C(=O)C(F)(F)F)c2cc(Br)ccc21)N1CCOCC1`?
STAT3 blocker: 14; TLR4 MyD88 comp: -4; Hsp70 act: 0.1; STAT1 blocker: 1; NF-kB expr up: 1.3; DTT redox prof: -2.0; HMGR II inh: -5; APP 5'UTR act: 19; STAT3 act: 91; STAT1 activator: 98
